L3MBTL1 block: L3MBTL1 (human) inhibition; AlphaScreen L3MBTL1–H3K9me1 peptide binding; Potency, µM (top dose mostly 57.1 µM), inactives show top-dose activity, negative = inhibition, most hits filed as inhibitors; 0.66% of 230,000 active; AID 485360; further: nearly all actives have a fitted effect of over 60% in size
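First, the protein-peptide complex forms for 30 min at room temperature (L3MBTL1 50 nM, biotinylated H3K9me1 peptide 75 nM). Next, compounds are pin-transferred and incubated 30 min. Finally, AlphaScreen beads are added and read after 30 min.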
aGlu spleen mod: lysosomal alpha-glucosidase (human) modulation. P10253. 0.006% of 240,000 active. human spleen homogenate, 4-MU-alpha-glucoside fluorescence. Potency, µM (titrated, usually from 79.9 µM), for the others: at the top dose activity change, negative = inhibition, most hits filed as inhibitors;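 further: 0% = enzyme with vehicle and -100% = no enzyme basal signal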
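Human spleen homogenate (1 ug) with 4-methylumbelliferyl-alpha-D-glucopyranoside (1 mM final) in 50 mM citrate/phosphate pH 5.0, 0.01% Tween-20; 40 min at 37 C. Stopped at pH 10; 4-MU fluorescence Ex 365/Em 440 nm; AC50 by Hill fit.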
GoLoco inh red: RGS12 GoLoco-Gai1 interaction inhibition | P63096 | Gai1:RGS12 GoLoco peptide FP, rhodamine, 10 min | Potency, µM (series often up to 61.6 µM), for the others: at the top dose activity, negative = inhibition, usual class: inhibitors | 0.44% of 230,000 active; active means well fitted inhibition curve with a large enough effect, not every such curve was filed as active; inactive means no such curve, though single readings can be large or run the other way; further: nearly all actives have a fitted effect of over 30% in size; many of its hits are not listed in these tables
Target sequence (P63096 whole entry, looked up): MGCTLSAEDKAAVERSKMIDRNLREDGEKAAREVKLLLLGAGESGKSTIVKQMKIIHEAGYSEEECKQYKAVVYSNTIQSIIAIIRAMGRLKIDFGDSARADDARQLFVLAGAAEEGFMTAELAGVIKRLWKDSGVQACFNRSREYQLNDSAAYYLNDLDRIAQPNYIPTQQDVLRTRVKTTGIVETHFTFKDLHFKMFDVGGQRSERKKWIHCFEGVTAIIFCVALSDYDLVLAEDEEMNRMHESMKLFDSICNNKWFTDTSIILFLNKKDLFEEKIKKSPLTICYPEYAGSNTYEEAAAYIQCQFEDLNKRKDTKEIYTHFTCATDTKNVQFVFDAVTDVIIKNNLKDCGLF
TR SRC2 fluor cs: counter-screen for TRb-SRC2 inhibitors: fluorescence interference; TRb/SRC2 Texas Red total fluorescence interference; Potency, µM (series often up to 106 µM), for the others: at the highest dose fluorescence change, negative = quenching; 0.29% of 280,000 active; AID 1479; active means well fitted curve in either direction with a large enough effect; inconclusive means small, poorly fitted or top-dose-only effect
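Human TRβ ligand-binding domain (0.6 uM) and Texas Red SRC2 peptide (20 nM) in Tris buffer with 1 uM T3 and 5% DMSO were incubated with pinned compound for 5 hr at ambient temperature. Total fluorescence was computed as S + 2P (555/632 nm).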
GAA glycogen: inhibitors or activators of human alpha-glucosidase glycogen cleavage. P10253. recombinant GAA, glycogen substrate, Amplex Red glucose oxidase fluorescence. Potency, µM (highest dose often 76.4 µM), for inactives: at the top dose activity change, negative = inhibition, hits mostly inhibitors. 0.38% of 300,000 active;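 further: 0% = full enzyme reaction and -100% = no-enzyme basal signal; the screen sought inhibitors and activators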
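Recombinant human enzyme (4 nM); glycogen substrate; 37 C, 40 min, pH 5.0. Readout: coupled glucose oxidase/Amplex Red fluorescence.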
RECQ1 inh: RECQ1 (human) helicase inhibition; P46063; RECQ1 DNA unwinding, red fluorescence kinetic read; Potency, µM (doses to about 57.3 µM), for the others: top-dose activity, negative = inhibition, hits mostly inhibitors; 0.54% of 240,000 active; AID 2549;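 further: plate controls were vehicle for no effect and no enzyme for full effect; nearly all actives have a fitted effect of over 30% in size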
Target sequence (P46063 whole entry, looked up): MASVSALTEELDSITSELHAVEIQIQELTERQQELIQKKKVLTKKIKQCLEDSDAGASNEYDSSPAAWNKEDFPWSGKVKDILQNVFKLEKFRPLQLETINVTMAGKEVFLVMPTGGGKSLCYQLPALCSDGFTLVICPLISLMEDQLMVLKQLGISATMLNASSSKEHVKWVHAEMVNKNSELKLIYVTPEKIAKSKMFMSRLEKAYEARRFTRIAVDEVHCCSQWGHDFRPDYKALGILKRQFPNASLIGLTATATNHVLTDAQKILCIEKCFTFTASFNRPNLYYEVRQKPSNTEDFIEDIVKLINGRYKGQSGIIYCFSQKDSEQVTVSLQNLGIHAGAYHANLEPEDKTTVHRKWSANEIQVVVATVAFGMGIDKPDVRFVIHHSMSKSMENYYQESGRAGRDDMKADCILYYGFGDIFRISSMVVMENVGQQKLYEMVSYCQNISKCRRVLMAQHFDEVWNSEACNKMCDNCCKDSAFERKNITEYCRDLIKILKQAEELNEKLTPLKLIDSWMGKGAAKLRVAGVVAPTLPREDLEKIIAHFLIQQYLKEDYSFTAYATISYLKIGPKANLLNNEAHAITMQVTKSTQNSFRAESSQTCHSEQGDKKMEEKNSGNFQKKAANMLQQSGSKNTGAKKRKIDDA
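RECQ1T1 50 nM; forked duplex (20 bp + 30-nt ss tails) 200 nM, ATP 2 mM final; pH 8.0, 2 mM MgCl2, 2.5 ug/ml poly(dI-dC); 15 min compound preincubation; discontinuous kinetic read over 2 h at RT.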
TRb SRC2 PPI: inhibitors of human thyroid hormone receptor beta-SRC2 interaction | P10828 | TRbeta-SRC2 peptide binding, fluorescence polarization; receptor liganded with 1 µM T3 | Potency, µM (highest dose often 106 µM), inactives show top-dose activity change, negative = inhibition, hits mostly inhibitors | 0.065% of 280,000 active;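 further: plate controls were bound peptide for no effect and peptide without receptor for full effect; nearly all actives have a fitted effect of over 50% in size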
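Fluorescence polarization of 20 nM Texas Red SRC2 peptide with 0.6 uM human TRb ligand-binding domain, in Tris buffer with 1uM T3 and 5% DMSO. Incubated 5 hr ambient; normalized to unbound and bound controls.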
GAA inhib: blocks human lysosomal alpha-glucosidase | Potency, µM (titrated, usually from 76.9 µM), inactives show at the highest dose activity change, negative = inhibition, usual class: inhibitors | 0.005% of 200,000 active | AID 1466 | P10253 | purified human GAA, 4-MU-alpha-glucoside fluorescence;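 further: plate controls were uninhibited enzyme wells for no effect and no-enzyme background for full effect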
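Read-out is 4-methylumbelliferone fluorescence (Ex 365/Em 440 nm) after NaOH/glycine stop at pH 10. Enzyme 4 nM, substrate 400 uM, pH 5.0 citrate buffer, 20 min room temperature; AC50 from Hill-equation concentration-response.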
Numbers without * were called inactive; i = inactive; ? = inconclusive; / = not tested or not shown; [ ] = dose if it differs, or a comment. Unless noted, the call rests on the fitted dose curve; in most records, active means well fitted curve in the direction sought with a large enough effect; inconclusive means small, poorly fitted or top-dose-only effect, or another doubt; inactive means no such curve, though single readings can be large; an effect the other way counts as inactive or inconclusive. Unless noted, on the % scale 0 is the no-effect control and ±100 the full control effect; potency means the concentration at half of the fitted maximal effect.

SMILES	L3MBTL1 block	aGlu spleen mod	GoLoco inh red	TR SRC2 fluor cs	GAA glycogen	RECQ1 inh	TRb SRC2 PPI	GAA inhib
COc1ccc(C2C/C(=N\O)C(C)(C)O2)cc1 (stereo unspecified)	5%	3%	6%	4%	13%	i	2%	?
CCC1=NN(C(=O)c2cccnc2)C(O)(C(F)(F)F)C1 (stereo unspecified)	1%	2%	11%	-1%	7%	-5%	0%	-16%
Cc1ccc(-n2c(N)c(-c3nc4ccccc4n3C)sc2=S)cc1	-3%	-7%	-15%	1%	-9%	i	3%	-10%
Cc1ccc(SCC(=O)NCCN2C(=O)CSC2=O)c(C)c1	-7%	-13%	-12%	-3%	5%	i	-6%	-3%
Cn1c(SCC(=O)c2ccccc2)nnc1-c1cccc(N)c1	/	-6%	13%	-2%	-5%	-6%	-2%	4%
Cc1nc(SCC(O)CO)c([N+](=O)[O-])[nH]1 (stereo unspecified)	/	-6%	7%	-3%	4%	i	5%	-6%
COc1ccc(CC(=O)Nc2cccc(/C(C)=N/NC(=O)c3cccc([N+](=O)[O-])c3)c2)cc1	6%	8%	3%	-1%	-11%	?	-18%	-3%
CC(C)(C)NC(=O)NC(=O)COC(=O)Cc1c(Cl)cccc1Cl	/	-1%	-3%	0%	2%	i	0%	-2%
COCCCN(C)C1CCN(C(=O)Nc2ccc(F)cc2)CC1	2%	-26%	3%	0%	4%	-14%	-6%	-3%
O=C(Nc1cc([N+](=O)[O-])ccc1F)c1ccc2c(c1)OCCO2	/	6%	-1%	-6%	8%	i	-9%	1%
CC(NC(=O)c1ccnc(C(C)(C)C)c1)c1ccccc1 (stereo unspecified)	/	-4%	-9%	-2%	6%	1%	-1%	-20%
Cc1cc(NC(=O)CCCn2nc([N+](=O)[O-])c(Br)c2C)no1	/	-3%	5%	-2%	3%	-2%	4%	?
COc1cccc(C(c2nnnn2Cc2ccco2)N2CCN(c3cccc(C)c3C)CC2)c1OC (stereo unspecified)	-8%	-3%	-2%	-2%	-8%	-10%	-14%	?
CCN1CC(CN(C)Cc2nc(-c3ccc(Cl)cc3)no2)CC1=O (stereo unspecified)	5%	-11%	15%	2%	7%	21%	-1%	6%
Nc1c(C(=O)NCc2ccc(Cl)cc2)sc2nc3c(c(C(F)(F)F)c12)CCC3	11%	-19%	-1%	-1%	-5%	-13%	-8%	0%
COc1ccccc1NS(=O)(=O)c1cccc(NC(=O)c2[nH]c(C)c(C(C)=O)c2C)c1	/	-10%	1%	0%	-3%	-1%	7%	/

Shown with values under each structure: part of the list above.
Sequence of screens: L3MBTL1 block, aGlu spleen mod, GoLoco inh red, TR SRC2 fluor cs, GAA glycogen, RECQ1 inh, TRb SRC2 PPI, GAA inhib
CC(NC(=O)c1ccnc(C(C)(C)C)c1)c1ccccc1 (stereo unspecified)
    /, -4%, -9%, -2%, 6%, 1%, -1%, -20%
Cc1cc(NC(=O)CCCn2nc([N+](=O)[O-])c(Br)c2C)no1
    /, -3%, 5%, -2%, 3%, -2%, 4%, ?
COc1cccc(C(c2nnnn2Cc2ccco2)N2CCN(c3cccc(C)c3C)CC2)c1OC (stereo unspecified)
    -8%, -3%, -2%, -2%, -8%, -10%, -14%, ?
CCN1CC(CN(C)Cc2nc(-c3ccc(Cl)cc3)no2)CC1=O (stereo unspecified)
    5%, -11%, 15%, 2%, 7%, 21%, -1%, 6%
Nc1c(C(=O)NCc2ccc(Cl)cc2)sc2nc3c(c(C(F)(F)F)c12)CCC3
    11%, -19%, -1%, -1%, -5%, -13%, -8%, 0%
COc1ccccc1NS(=O)(=O)c1cccc(NC(=O)c2[nH]c(C)c(C(C)=O)c2C)c1
    /, -10%, 1%, 0%, -3%, -1%, 7%, /

Continuation:
SMILES	L3MBTL1 block	aGlu spleen mod	GoLoco inh red	TR SRC2 fluor cs	GAA glycogen	RECQ1 inh	TRb SRC2 PPI	GAA inhib
C=C1CCN(C(Cc2ccccc2)C(=O)Nc2ccc(OC)cc2)S(=O)(=O)c2ccccc21 (stereo unspecified)	/	-1%	/	-1%	/	i	0%	/
CCOC(=O)CC1C(=O)NCCN1Cc1cccc(C(F)(F)F)c1 (stereo unspecified)	/	-6%	-2%	0%	-10%	-4%	-8%	-4%
CC(=O)Nc1sc(C)c(C)c1C(=O)OCC(=O)Nc1cc(S(=O)(=O)N2CCCCC2)ccc1Cl	-6%	7%	37%[activator]	-2%	5%	-2%	-4%	-6%
O=C(Cn1c(COc2ccc(Cl)cc2)nc2ccccc21)NCC(F)(F)F	6%	-9%	15%	0%	1%	-13%	6%	4%
COc1ccccc1Nc1c([N+](=O)[O-])cc(C)cc1[N+](=O)[O-]	/	-1%	0%	-1%	1%	-7%	-1%	-11%
CCC[N+](CC#Cc1ccccc1)(CCC)CC(=O)OC	6%	-19%	5%	-1%	-9%	-2%	11%	7%
Cn1c(NC(=O)c2ccc(Cl)cc2)c(-c2ccccn2)c(=O)c2ccccc21	-1%	-6%	0%	-2%	0%	i	-3%	3%
CCn1c(Cc2cccn2C)nnc1SCC(=O)c1ccc(C)cc1	-27%	-19%	12%	6%	-4%	-7%	-7%	-15%
COc1ccc2c(c1)c(=O)oc1cc3occ(C(C)(C)C)c3cc12	/	3%	19%	-1%	-3%	-27%	1%	-2%
COCCn1c(=O)[nH]c(=O)c2cc(C(=O)c3cc(Cl)ccc3O)cnc21	-22%	0%	90%[activator]	0%	-14%	-6%	5%	2%
CC(=O)C1=C(O)C(=O)N(CCCn2ccnc2)C1c1ccc(Br)cc1 (stereo unspecified)	7%	-2%	-1%	1%	-2%	i	3%	-10%
CCOC(=O)CCn1c(=O)c2c(nc(Br)n2Cc2ccccc2)n(C)c1=O	/	6%	5%	1%	2%	i	-25%	-6%
O=C(c1ccccc1)N(Nc1ccccc1)c1ccccc1	/	-13%	-10%	-1%	-10%	-4%	-4%	-6%
COc1ccc(S(=O)(=O)c2ccc(OC)c(OC)c2)cc1OC	3%	3%	/	1%	-14%	i	2%	1%
O=c1cc(-c2ccccc2)[nH]c2ccc(F)cc12	11%	-15%[181 µM]	2%[136 µM]	4%[201 µM]	4%	-4%[126 µM]	5%[201 µM]	8%
CCCCNC(=O)CCN1N=C(c2ccccc2)CCC1=O	5%	5%	3%	-1%	6%	15%	1%	-6%

Taken from above:
TR SRC2 fluor cs with COc1ccc2c(c1)c(=O)oc1cc3occ(C(C)(C)C)c3cc12 → -1%
TR SRC2 fluor cs with O=C(c1ccccc1)N(Nc1ccccc1)c1ccccc1 → -1%
TRb SRC2 PPI with COc1ccc(S(=O)(=O)c2ccc(OC)c(OC)c2)cc1OC → 2%
RECQ1 inh with CCCCNC(=O)CCN1N=C(c2ccccc2)CCC1=O → 15%
GAA inhib with CC(=O)C1=C(O)C(=O)N(CCCn2ccnc2)C1c1ccc(Br)cc1 (stereo unspecified) → -10%
GoLoco inh red with CCOC(=O)CCn1c(=O)c2c(nc(Br)n2Cc2ccccc2)n(C)c1=O → 5%

Continuation:
SMILES	L3MBTL1 block	aGlu spleen mod	GoLoco inh red	TR SRC2 fluor cs	GAA glycogen	RECQ1 inh	TRb SRC2 PPI	GAA inhib
COC(=O)C1=C[C@@H](C(=O)OC)C2C3=C(C(=O)[C@]2(C)NC(=O)c2ccccc2)[C@H](C)n2c(=O)n(-c4ccccc4)c(=O)n2[C@@H]3C1 (stereo partly specified)	/	6%	/	-4%	/	i	2%	/
O=C(NNC(=O)c1cccnc1)NC1CCCCC1	/	-1%	1%	-1%	-3%	1%	11%	2%
CCOc1ccc(S(=O)(=O)NCc2cccnc2)cc1C	0%	2%	3%	3%	-12%	-17%	6%	9%
Cc1ccc(S(=O)(=O)N(C)CC(=O)O/N=C(\N)c2ccc([N+](=O)[O-])cc2)cc1	/	-15%	9%	-2%	-4%	-14%	-12%	?
Cc1cc(C)nc(N2CCN(C(=O)c3ccc(S(=O)(=O)N4CCCCCC4)cc3)CC2)n1	9%	2%	-3%	-2%	-1%	-19%	0%	?
NC(=O)CC(NC(=O)Cc1ccc(Br)cc1)c1ccc(NC2CCCCCC2)c([N+](=O)[O-])c1 (stereo unspecified)	/	-5%	3%	-2%	4%	0%	-1%	/
Cc1cccc(NC(=O)COc2cccc3c2CCN(C)C3=O)c1	12%	/	6%	-1%	-5%	-1%	0%	-24%
CN(C(=O)c1ccccc1Cl)c1ccccc1	4%	9%	-5%	-4%	4%	-1%	-1%	-7%
O=C1CN(C(=O)COC(=O)c2cc(S(=O)(=O)N3CCOCC3)ccc2Cl)c2ccccc2N1	/	1%	7%	0%	0%	5%	5%	/
O=C(Cc1ccc(Cl)cc1Cl)OCC(=O)c1ccc[nH]1	/	-6%	-2%	0%	-7%	-6%	-4%	?
CC(=O)Nc1sc2c(c1C(c1ccc(F)cc1)N1CCOCC1)CCCC2 (stereo unspecified)	/	-7%	3%	0%	3%	-9%	-14%	12%
Cc1ccc2c(c1)nnn2C1CCN(S(=O)(=O)c2ccc(C(=O)N3C(C)CCCC3C)cc2)CC1 (stereo unspecified)	-1%	-8%	-2%	2%	-10%	i	6%	-15%
COc1ccc(OCCNC(=O)CCCO)cc1	7%	5%	-10%	2%	-5%	i	-7%	-4%
Cc1nc2sccn2c1P(c1c(C)nc2sccn12)c1c(C)nc2sccn12	-2%	3%	2%	2%	-1%	-3%	6%	-4%
COc1ccc(S(=O)(=O)N2CCN(CC(=O)Nc3ccc(C)c(F)c3)CC2)cc1	-8%	-10%	-5%	3%	-17%	-21%	-16%	?

Source: PubChem

Only part of the results is shown (hit frequency here may not be typical).
